D3 antag: D3 dopamine receptor (human) antagonism. D3R cells, DiscoveRx beta-arrestin luminescence, antagonist mode; hits give low values. max response, negative = inhibition, %. 360,000 tested, 2.5% active. AID 652054; in the data active = max response below about -50%; inconclusive = no clear call, values can overlap the other calls; also: % is scaled to controls: 0 for no effect and ±100 for the full control effect; mostly tested at two doses, the higher about 12 µM
Target sequence (P35462 whole entry, looked up): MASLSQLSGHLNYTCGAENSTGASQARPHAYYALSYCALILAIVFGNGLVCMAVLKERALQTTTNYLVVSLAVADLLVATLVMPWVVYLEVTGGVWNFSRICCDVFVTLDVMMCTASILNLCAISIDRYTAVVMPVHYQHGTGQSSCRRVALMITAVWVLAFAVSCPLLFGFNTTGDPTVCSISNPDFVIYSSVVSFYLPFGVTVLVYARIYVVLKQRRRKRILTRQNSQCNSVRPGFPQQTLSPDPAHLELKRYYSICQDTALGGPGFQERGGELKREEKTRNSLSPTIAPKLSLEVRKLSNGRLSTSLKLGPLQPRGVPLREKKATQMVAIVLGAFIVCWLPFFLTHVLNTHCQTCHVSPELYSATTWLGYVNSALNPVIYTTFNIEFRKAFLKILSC
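Cells plated overnight at 1500 cells/well, then exposed to library compounds with dopamine controls for 90 minutes at 37 degrees C. DiscoveRx reagent added for 30–60 minutes at room temperature; luminescence read, quantitative HTS format.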
EPAC2 antagonist: EPAC2 (human) antagonism; Q8WZA2; EPAC2 GEF exchange of Rap1B-BODIPY-GDP, fluorescence; Potency, µM (series often up to 114 µM), inactives show top-dose activity, negative = inhibition, hits mostly inhibitors; 360,000 tested, 0.18% active; AID 720708; also: potency is read from the fitted curve at half-maximal effect; % is scaled to controls: 0 for no effect and ±100 for the full control effect; nearly all actives have a fitted effect of over 45% in size; many of its hits are not listed in these tables
EPAC2 ag: activates human EPAC2 exchange factor; EPAC2 activation, biochemical qHTS; response scale: 100% = 6.5 mM cAMP response; Q8WZA2; 360,000 tested, 0.079% active; Potency, µM (top dose mostly 154 µM), inactives show at the top dose activation, hits mostly activators; also: potency is read from the fitted curve at half-maximal effect; nearly all actives have a fitted effect of over 50% in size
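Readout is BODIPY fluorescence (480 nm excitation, 540 nm emission), which falls as labeled GDP is exchanged off Rap1B. EPAC2 at 100 nM acted on 250 nM RAP1B-BODIPY-GDP with 50 uM GDP present.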
TDP-43 yeast inh: inhibitors of TDP-43 toxicity in yeast; AID 652104; 410,000 tested, 1.8% active; TDP-43 expressing yeast growth rescue, BacTiter-Glo, 24 h; Potency, µM (highest dose often 46.1 µM), for the others: top-dose growth rescue (activation), most hits filed as activators; also: potency is read from the fitted curve at half-maximal effect; % of control where 0% means no effect; nearly all actives have a fitted effect of over 50% in size
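In this qHTS, compounds that restore growth of yeast expressing TDP-43 appear as activators. Cells (OD600=0.02, galactose medium, raffinose-pregrown) are incubated with compound 24 hr at 30 deg C and growth is quantified by BacTiter-Glo.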
FUS suppressor: rescues growth of FUS-expressing yeast | S. cerevisiae FUS-expressing, growth rescue, OD600, 24 h | 390,000 tested, 0.24% active | Potency, µM (highest dose often 76.6 µM), without a hit: top-dose growth rescue (activation), actives largely listed as activators;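 also: potency is read from the fitted curve at half-maximal effect; plate controls were DMSO vehicle for no effect and reference control for full effect; nearly all actives have a fitted effect of over 55% in size; some results filed as inactive show a strong effect at the top dose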
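S. cerevisiae expressing FUS from galactose induction served as the toxicity model. Growth after 24hr at 30C, read as absorbance at 600 nm, indicates suppression of toxicity; compounds dosed at several concentrations.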
aSyn yeast inh: alpha-synuclein toxicity inhibition in yeast; Potency, µM (top dose mostly 46.1 µM), without a hit: top-dose growth rescue (activation), most hits filed as activators; 370,000 tested, 0.14% active; Yeast expressing alpha-synuclein, growth rescue, BacTiter-Glo, 24 h; AID 652106; also: potency is read from the fitted curve at half-maximal effect; % of control where 0% means no effect; nearly all actives have a fitted effect of over 65% in size
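Galactose-induced alpha-syn yeast (OD600=0.02, raffinose-pregrown) + pinned cpd, 24 hr, 30 deg C; growth by BacTiter-Glo luminescence. Growth restoration scores as activation.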
Abeta yeast res: restores growth of yeast expressing A-beta42 peptide | yeast expressing A-beta42, growth rescue, OD600, 48 h; response scale: 0% DMSO, 100% iron-clioquinol control | Potency, µM (series often up to 46.1 µM), for the others: top-dose growth rescue, most hits filed as activators | 410,000 tested, 0.063% active | AID 1347071; also: potency is read from the fitted curve at half-maximal effect; nearly all actives have a fitted effect of over 55% in size
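Yeast A-beta toxicity model in growth medium with pinned compounds, 48 h at 30 C; growth read as absorbance at 600 nm. Normalized to FeCl3/clioquinol equimolar mix (positive) and DMSO (negative).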
D3 ag: agonists of human D3 dopamine receptor; P35462; D3R DiscoveRx beta-arrestin cells, luminescence, 90 min; max activation, %; 410,000 tested, 0.58% active; AID 652048; in the data active = max activation above about 30%; also: 0% is about no effect; mostly tested at two doses, the higher about 12 µM
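Agonist-mode cell screen: cells plated at 1500/well and incubated overnight at 37 °C, then exposed to library compounds for 90 min at 37 °C. Detection reagent was added for 30–60 min at room temperature, and luminescence was read.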
* marks the source's active call; other numbers are inactive results; u = inconclusive; x = no result given; [ ] = another dose, or the depositor's remark. Unless noted, calls follow the shape of the dose curve; as a rule, active = well fitted curve in the direction sought with a large enough effect; inconclusive = small, poorly fitted or top-dose-only effect, or another doubt; inactive = no such curve, though single readings can be large; an effect the other way counts as inactive or inconclusive. The list is partial (hit frequency here may not be typical).

canonical_smiles	Abeta yeast res	D3 antag	FUS suppressor	EPAC2 ag	D3 ag	TDP-43 yeast inh	EPAC2 antagonist	aSyn yeast inh
CCOC(=O)C1=CC(=O)CC(C)(C)O1	-5%	4	-10%	5%	2	-19%	-1%	0%
Cc1ccc(-c2nnn(CC(=O)N(CC(=O)NC(C)C)c3cnc4ccccc4c3)n2)o1	1%	-25	0%	14%	-1	-15%	-1%	0%
Cc1cccc(C(=O)NC2CCN(CC(=O)NCc3cccs3)CC2)c1	-6%	-3	-24%	14%	7	7%	-4%	-2%
CC(=O)N/C(=C\c1ccc(Br)s1)C(=O)O	-9%	-2	-3%	8%	4	-19%	12%	-1%
CCOc1ccc(NS(=O)(=O)c2cnc(Cl)c(Cl)c2)cc1	-70%[inhibitor]	-3	x	0%	4	-61%[inhibitor]	-4%	8%
COC(=O)C1C(c2ccc(Cl)cc2)NC(c2ccc(Cl)cc2)C(C(=O)OC)S1(=O)=O (stereo not given)	0%	-17	-7%	13%	-2	-17%	-2%	0%
CCOC(=O)/C(C#N)=C/c1c(N2CCN(c3ccc(OC)cc3)CC2)nc2c(C)cccn2c1=O	-6%	38	u	-2%	-3	16%	1%	1%
COc1cc(/C=N/NC(=O)CN(CCc2ccccc2)S(=O)(=O)c2ccc(NC(C)=O)cc2)cc(OC)c1OC	4%	-3	x	0%	4	10%	-1%	-1%
COc1ccc(OC)c(NC(=O)c2sc3ncnc(N4CCN(c5ccccn5)CC4)c3c2C)c1	1%	8	-3%	-6%	4	15%	1%	4%
COc1ccc(S(=O)(=O)c2c(O)c3ccc(C(=O)Nc4ccccc4F)cc3[nH]c2=O)cc1	4%	-4	-4%	8%	-1	-15%	6%	2%
O=C(NCc1cccs1)c1cccnc1Cl	9%	9	-2%	4%	5	4%	12%	1%
O=C(OCC(=O)N(Cc1ccccc1)C1CCS(=O)(=O)C1)c1cc2c(s1)CCCC2 (stereo not given)	15%	4	u	4%	-1	18%	-8%	2%
N#CC(C#N)C(c1ccsc1)c1c(-c2ccccc2)[nH][nH]c1=O (stereo not given)	2%	-23	6%	-2%	-5	-9%	3%	11%
CCOC(=O)N1CCN(C(=S)NC(=O)c2cncc(Br)c2)CC1	11%	15	x	-3%	-3	26%	14%	-5%
CCCCNc1c(-c2ccc(SC(C)CC)c(OC)c2)nc2ccc(Cl)cn12 (stereo not given)	-10%	51	22%	13%	2	-24%	-19%	-35%[inhibitor]
Cc1cc(NC(=O)c2cnn3cccnc23)no1	-6%	-18	17%	3%	1	-3%	11%	0%
CC(C)NC(=O)Nc1cccs1	7%	12	-4%	3%	4	8%	6%	2%
COCC(C)OC(=O)c1c(N)n(-c2ccc(OC)c(OC)c2)c2nc3ccccc3nc12 (stereo not given)	14%	-3	5%	2%	-14	7%	-7%	-7%
CC(NS(=O)(=O)c1ccc2c(c1)C(C)(C)C(=O)N2C)c1ccccc1 (stereo not given)	-11%	-1	-6%	7%	-6	15%	4%	-13%
O=C(Cc1ccc(S(=O)(=O)N2CCOCC2)s1)N1CCN(S(=O)(=O)c2cccc(F)c2)CC1	-3%	-4	-3%	4%	0	6%	u	4%

Another view of part of the listing above.
Second line of a record: Abeta yeast res	D3 antag	FUS suppressor	EPAC2 ag	D3 ag	TDP-43 yeast inh	EPAC2 antagonist	aSyn yeast inh
O=C(OCC(=O)N(Cc1ccccc1)C1CCS(=O)(=O)C1)c1cc2c(s1)CCCC2 (stereo not given)
  15%	4	u	4%	-1	18%	-8%	2%
N#CC(C#N)C(c1ccsc1)c1c(-c2ccccc2)[nH][nH]c1=O (stereo not given)
  2%	-23	6%	-2%	-5	-9%	3%	11%

The list goes on.
canonical_smiles	Abeta yeast res	D3 antag	FUS suppressor	EPAC2 ag	D3 ag	TDP-43 yeast inh	EPAC2 antagonist	aSyn yeast inh
C=CCNC(=S)NCCCCC1NC(=S)N(CC=C)C1=O (stereo not given)	-9%	-27	22%	4%	-8	-6%	-3%	-3%
COc1ccc(Cl)cc1NS(=O)(=O)c1cccc(C(=O)NCC(c2ccco2)N(C)C)c1 (stereo not given)	6%	-82*	19%	11%	-13	-11%	-3%	0%
NC(=O)c1ccc(-c2nnn(CC(=O)Nc3cccc(S(=O)(=O)N4CCCC4)c3)n2)cc1	-25%	-18	u	-3%	-2	0%	59%[activator]	-3%
COc1ccc(Cn2c(=O)[nH]c3cc(C(=O)NCCCN4CCCCCC4)ccc3c2=O)cc1	-10%	-7	15%	10%	5	1%	-3%	0%
COc1ccc(OC)c(S(=O)(=O)Nc2cnc3ccccc3c2)c1	2%	-21	2%	-3%	-2	8%	0%	1%
CCOC(=O)C1CCN(C(=S)NC(=O)c2cccs2)CC1	-6%	-2	8%	5%	5	0%	10%	-5%
COc1ccccc1N1CCN(Cc2ccc(-c3ccccc3[N+](=O)[O-])o2)CC1	-4%	-86*	0%	15%	-16	-3%	-3%	-13%
COC(=O)Oc1ccc(/C=C/C(=O)OC(C)C)cc1OC(=O)OC	-33%[inhibitor]	u	-2%	-9%	-5	14µM*	-12%	-12%
CCOc1ccc2c(c1)C(N(CCN1CCOCC1)C(=O)Nc1ccccc1)CC(C)(C)O2 (stereo not given)	6%	20	-14%	5%	-3	12%	-8%	0%
O=C(NCCc1ccccc1)C(=O)NCC(c1ccco1)S(=O)(=O)c1ccccc1 (stereo not given)	-11%	x	3%	x	2	12%	x	x
CSc1nc2nc(-c3cccs3)cc(C(F)(F)F)c2c(=O)[nH]1	-6%	4	-12%	5%	1	-10%	0%	-10%
O=S(O)OC1CS(=O)(=O)CC1c1ccccc1 (stereo not given)	-16%	-15	-29%	16%	-4	1%	4%	-9%
CCOC(=O)c1cc2sc(C)cc2n1CC(=O)N1CCN(C(=O)c2ccco2)CC1	6%	-7	8%	4%	0	-16%	0%	7%
Cc1ccc(-c2ccc(=O)n(CCC(=O)NCCN3CCCCC3C)n2)cc1 (stereo not given)	-3%	21	7%	8%	-7	1%	1%	-3%
Cc1cc(C)c2c(c1)C1(OCCO1)C(=O)N2	-20%	-15	4%	2%	6	-10%	3%	6%
CC(=O)N1CCN(c2ccc(NC(=O)c3ccc4ccccc4c3)cc2)CC1	-2%	6	15%	1%	27	8%	4%	-1%
Cc1ccc(Nc2cc(C)nc3ccccc23)c(C)c1	19%	25	6%	9%	1	1%	-2%	2%
Cc1sc2nc(SCC(=O)N(C)C)[nH]c(=O)c2c1C	28%	-1	-15%	4%	-4	-4%	1%	2%
O=C(CNS(=O)(=O)c1ccc(Cl)cc1)NNC(=O)c1cccnc1	-10%	-9	-3%	6%	1	-7%	0%	4%
Cc1nc(-c2cccnc2)sc1C(=O)Nc1ccc(F)cc1F	13%	-2	-12%	2%	1	2%	4%	x
Nc1ccc2oc3ccccc3c2c1	-7%	1	x	4%	-3	u	-7%	1%
CCOc1ncccc1C(=O)N1CCN(S(=O)(=O)c2ccc3ccccc3c2)CC1	14%	7	26%	6%	-3	u	-19%	0%
COc1cccc(CNC(=O)CSc2ncc(S(=O)(=O)c3ccc(Br)cc3)c(=O)[nH]2)c1	-4%	x	5%	x	2	0%	x	x
COCCNC(=O)C1CCC(CNS(=O)(=O)c2ccc3c(c2)CC(C)N3C(C)=O)CC1 (stereo not given)	0%	x	-13%	x	-2	23%	x	x
Cc1cccc(/C=N/Nc2nncc3ccccc23)c1	-30%	-8	34%	21%	-4	-16%	-4%	-8%
CCOC(=O)c1ccc(NC(=O)CCn2cnnn2)cc1	-3%	x	-5%	x	3	17%	x	4%
COc1ccc(NS(=O)(=O)c2cccc(N/C(=N\S(=O)(=O)c3ccccc3)c3ccc(F)cc3)c2)cc1	-2%	-7	u	25%	-9	-12%	6%	-5%
O=[N+]([O-])c1cc(S(=O)(=O)Nc2ccccc2)ccc1Nc1ccccc1	u	-1	16%	16%	1	13µM*	-15%	13%
CCC(C)Oc1cccc(OCCCCN2C(=O)NC(C)(C)C2=O)c1 (stereo not given)	-3%	2	27%	-1%	10	1%	-3%	0%
C=CCCC(=O)Nc1nc(C)c(-c2csc(Nc3ccc(Cl)cc3)n2)s1	4%	-14	u	2%	-2	u	6%	-9%
CC(=O)n1cc([C@@H]2C=C(C(=O)Nc3ccccc3)O[C@H](OCc3ccc(CO)cc3)C2)c2ccccc21	6%	15	u	6%	-2	13%	11%	2%
Cc1nc2ccc(S(=O)(=O)CCC(=O)Nc3ccc(C)c(C)c3)cc2s1	-20%	x	-11%	x	3	6%	x	x
Cc1cc(=O)n2nc(N3CCC(C(=O)N4CCN(Cc5ccccc5)CC4)CC3)sc2n1	2%	5	-15%	2%	5	-1%	-3%	-1%
CC(C)(C)C(=O)Nc1ccccc1C(=O)NCCC(=O)Nc1ccccc1	-9%	0	9%	-6%	-11	3%	10%	0%
Cc1ccc(NS(=O)(=O)c2ccc3[nH]c(=O)sc3c2)cc1	1%	7	5%	8%	3	-15%	1%	0%
CCC(Oc1ccccc1)C(=O)Nc1ccccc1C(=O)N1CCN(C)CC1 (stereo not given)	4%	13	x	-2%	2	-8%	-1%	4%
Fc1cccc(Cl)c1CNCCCSc1ncccn1	-6%	u	-29%	3%	-3	4%	19%	-5%
COc1ccccc1C1CCN(Cc2ccc(Cl)c(Cl)c2)CC1	20%	-79*	11%	17%	-49	9%	-8%	4%
CC(C)c1csc(CN2CCCC(CCC(=O)NCc3ccccc3F)C2)n1 (stereo not given)	7%	9	-24%	1%	-3	19%	-8%	2%
COc1cccc(C(=O)OCC(=O)Nc2ccccc2N2CCOCC2)c1	14%	12	21%	3%	-3	u	9%	0%
Cc1ccc(C)c(NC(=O)CCN2CCc3ccccc3C2)c1	0%	-108*	16%	1%	-14	x	-10%	-14%
C=CCc1ccccc1OCC(O)CN1CCN(CCO)CC1 (stereo not given)	18%	u	-23%	3%	-16	12%	2%	3%
O=C(CCC(=O)Nc1ccccc1Cl)NNC(=O)Nc1cccc([N+](=O)[O-])c1	11%	-16	27%	-5%	4	8%	11%	-3%

From PubChem BioAssay
